Imprint erasure: genomic imprint erasure induction; Potency, µM (titrated, usually from 60.7 µM), without a hit: at the highest dose activity change, positive = activation, usual class: activators; hit rate 0.02% among 110,000; AID 1948; mouse ES Peg3-LacZ reporter, beta-gal luminescence, 40 h;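 note: 0% = negative control wells on the plate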
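Each well holds 300 Peg3LacZ-Neo (maternal) female ES cells incubated 40 h at 37C, 5% CO2. LacZ is measured by BetaGlo luminescence, with AC50 and maximum efficacy derived from dose-response curves.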
IkB sig inh: inhibitors of IkB signaling in ABC-DLBCL cells. ABC-DLBCL IkBa-CBG/CBR dual luciferase ratio, 4 h; response scale: scaled: untreated 0%, proteasome inhibitor 100%. Potency, µM (titrated, usually from 57.1 µM), for inactives: at the top dose IkBa stabilization activation. AID 445. hit rate 0.04% among 110,000; active = well fitted curve in the direction sought with a large enough effect in the signal ratio, not every such curve was filed as active; inconclusive = small, poorly fitted or top-dose-only effect, or a change in a side signal; the % refers to the signal ratio;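 note: the direction sought is a rising ratio; 0% = basal untreated cells and 100% = reference inhibitor full response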
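Curves were fitted separately to fusion (green), unfused (red) and ratio luminescence, then classed by r2, magnitude and activity. Cells: OCI-Ly3, 4 h compound plus doxycycline at 37C; 10 uM MG-132 defined full response.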
p53ts 39C kill: p53ts cell cytotoxicity, nonpermissive temperature | H1299-p53A138V viability at 39C, ATP luminescence, 24 h | Potency, µM (top dose mostly 46.1 µM), for the others: top-dose activity change, negative = cell killing, usual class: cytotoxic | hit rate 1.5% among 130,000 | AID 902; note: nearly all actives have a fitted effect of over 55% in size
p53ts 32C kill: kills p53ts cells at the permissive temperature. H1299-p53A138V at 32C, ATP luminescence viability, 24 h. Potency, µM (highest dose often 46.1 µM), for inactives: top-dose activity change, negative = cytotoxicity, most hits filed as cytotoxic. hit rate 0.93% among 130,000. AID 924;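 note: 0% = DMSO and -100% = full killing by reference compound; nearly all actives have a fitted effect of over 55% in size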
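H1299-p53 A138V cells (temperature-sensitive p53) exposed 24 h to up to 46 uM compound at 32C, where p53 is wild-type in conformation. Viability read as ATP luminescence and normalised to DMSO and 100 uM tamoxifen. AC50 fitted with the Hill equation.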
Starred values were filed as active, the others as inactive; ? = inconclusive; . = not tested or not shown; [ ] = dose if it differs, or a comment. Unless noted, calls come from the whole dose curve; as a rule, active = well fitted curve in the direction sought with a large enough effect; inconclusive = small, poorly fitted or top-dose-only effect, or another doubt; inactive = no such curve, though single readings can be large; an effect the other way counts as inactive or inconclusive. Unless noted, % is set by controls: 0 for no effect and ±100 for the full control effect; potency is the fitted concentration of half-maximal effect.

SMILES | Imprint erasure | IkB sig inh | p53ts 39C kill | p53ts 32C kill
Cc1[nH]c2ccc(-c3nnc(SCC(=O)NCc4ccco4)n3Cc3ccccc3)cc2c1C | -30.3%[inhibitor] | ? | -24.8% | -20.5%
O=S(=O)(c1ccc(N2CCN(CCO)CC2)nc1)N1CCCCC1 | . | . | 22.9% | 2.6%
CN(C)c1nc(NCc2ccccc2)nc(Oc2ccc(=O)[nH]n2)n1 | . | 0.7% | -4.2% | -5.0%
O=C(c1ccco1)N1CCN(c2cccc(Cl)c2)CC1 | -10.5% | -1.7% | -0.6% | 4.7%
COc1ccc(NC(=O)c2cc(CC(C)C)on2)cc1OC | -14.1% | -3.1% | -3.6% | -3.5%
Cn1cccc1Cc1nnc(SCC(=O)NCc2ccccc2)n1-c1ccc(F)cc1 | -6.7% | -1.0% | 1.8% | 11.7%
O=C(CSc1nccn1Cc1ccc(Cl)cc1)NC1CCCC1 | -5.6%[10.9 µM] | ? | -23.6% | 5.8%
Cc1ccc(-c2cc(C(F)(F)F)c(C#N)c(SCC(=O)Nc3ccccc3)n2)cc1 | -11.4%[10.9 µM] | 41.7% | ? | -4.1%
CCOc1ccccc1C1C(C(N)=O)=C(C)Nc2nc(CCCO)nn21 (stereo not drawn) | 5.4% | -1.5% | 5.2% | 2.4%
Cc1noc(C)c1COc1ccc(C(=O)OCC(=O)N2CC3(C)CC2CC(C)(C)C3)cc1 (stereo not drawn) | -22.2% | ? | -2.0% | -1.1%
COCCn1c(=O)c(-c2ccccc2)nc2cnc(Oc3ccc(OC)cc3)nc21 | -17.9% | -0.9%[11.4 µM] | -0.3% | -6.8%
O=C(COc1ccccc1)Nc1nccs1 | . | . | -18.8% | ?
O=C(CSc1nnc(CNc2cccc(C(F)(F)F)c2)n1Cc1ccco1)NCc1ccco1 | . | . | -11.4% | 18.6%
CCOC(=O)Cc1nnc(NC(=O)CSc2nnc3c4ccccc4n(C)c3n2)s1 | 3.9% | 3.5% | 17.6% | -1.2%
COc1ccc(OC)c(C2C3CN(C(C)C)CC=C3C(C#N)=C(N)C2(C#N)C#N)c1 (stereo not drawn) | 0.6% | -0.5% | -10.2% | 6.5%

Three entries out of the list above, sorted by their value in IkB sig inh, low to high.
canonical_smiles,IkB sig inh
CCOc1ccccc1C1C(C(N)=O)=C(C)Nc2nc(CCCO)nn21 (stereo not drawn),-1.5%
CCOC(=O)Cc1nnc(NC(=O)CSc2nnc3c4ccccc4n(C)c3n2)s1,3.5%
Cc1ccc(-c2cc(C(F)(F)F)c(C#N)c(SCC(=O)Nc3ccccc3)n2)cc1,41.7%

New compounds follow.
SMILES | Imprint erasure | IkB sig inh | p53ts 39C kill | p53ts 32C kill
O=C(CC1(O)C(=O)N(CCc2ccccc2)c2ccc(Br)cc21)c1ccccc1O (stereo not drawn) | -6.1%[10.9 µM] | ? | 20µM* | -0.4%
Cc1ccc(C(=O)NC2CCS(=O)(=O)C2)cc1S(=O)(=O)N1CCOCC1 (stereo not drawn) | -9.1% | 0.2% | 5.3% | 1.0%
Cc1cccn2c(=O)c3cc(C(=O)NCCCN4CCCC4=O)n(C)c3nc12 | 1.7% | -1.8% | -14.9% | -8.2%
CCc1ccccc1Nc1sc(C(=O)c2ccccc2)c(N)c1S(=O)(=O)c1ccccc1 | -11.9%[10.9 µM] | -0.1% | -4.5% | 12.1%
CCOC(=O)c1c(NC(=O)c2cc(-c3ccc(Br)cc3)on2)sc(C)c1C | -4.4%[10.9 µM] | 2.5% | 8.8% | 3.0%
CC(=O)CC(=O)NC(=NC1CCCCC1)Nc1nc(C)cc(C)n1 | -2.6% | -0.9% | 6.8% | -6.4%
COC(=O)c1ccc(NC(=O)C2CCCN2S(=O)(=O)c2ccc(C)cc2)cc1 (stereo not drawn) | -9.7% | 5.3% | -4.1% | 24.6%
O=C1NC(Nc2ccccn2)(C(F)(F)F)C(=O)N1c1ccc(F)cc1 (stereo not drawn) | -6.6% | 2.9% | 9.5% | 7.3%
COCCNc1nc(C(C)(C)C)nc2c1nnn2Cc1ccccc1Cl | -16.1% | 0.4% | -2.4% | -1.2%
Cc1cc(S(=O)(=O)N2CCN(c3ccc(F)cc3)CC2)c(C)s1 | -13.5% | 5.6% | -14.6% | -9.7%
Cc1cccc(NC(=O)COC(=O)c2ccccc2-c2nc3ccccc3s2)c1C | . | . | 2.0% | ?
CCn1c(C)cc2c(c1=O)C(c1ccncc1)C(C#N)=C(N)O2 (stereo not drawn) | 14.9% | 0.2% | -7.4% | 7.1%
COc1ccc(C(=O)N2CCC[C@@]3(CCN(c4ccncc4)C3)C2)cc1 | . | 3.9%[11.4 µM] | -4.3% | -5.3%
COCC(=O)Nc1cc(C)c2c(=O)oc3ccccc3c2n1 | -18.8% | 1.1% | 16.6% | 6.2%
CC(C)(C)N1C(=O)c2ccc(C(=O)Nc3nccs3)cc2C1=O | -19.9% | 1.5% | -28.9% | ?
COC(=O)COc1ccc(Oc2nc(NC(C)(C)C)nc(N3CCOCC3)n2)nn1 | -6.4%[10.9 µM] | -1.4% | -0.8% | -2.8%
Cc1cc(NC(=O)c2cc3n(n2)C(C(F)(F)F)CC(c2ccc(Cl)c(Cl)c2)N3)no1 (stereo not drawn) | -11.4% | 1.5% | -2.0% | -9.2%
COc1ccc(/C(O)=C2\C(=O)C(=O)N(CC3CCCO3)C2c2cc(OC)ccc2OC)cc1 (stereo not drawn) | -13.4% | -3.1% | 0.1% | -7.3%
Cn1c(=O)c2c(nc(SCC(=O)N3CCc4ccccc43)n2Cc2ccccc2)n(C)c1=O | . | -2.4% | 6.2% | 0.3%
O=C(Nc1ccc(N2CCOCC2)c(Cl)c1)C1CCCCC1 | -12.3% | -2.1% | -11.4% | 12.8%
CCc1ccc(NC(=O)CSc2ccc(-c3sc(-c4ccccc4)nc3C)nn2)cc1 | -10.2%[10.9 µM] | ? | -18.2% | 0.3%
COCCn1c(=O)c(-c2ccc(Cl)cc2)nc2cnc(N3CCOCC3)nc21 | 5.8% | -2.3%[11.4 µM] | -2.8% | 5.1%
CCCCN(C)CCCNC(=O)c1ccc2c(c1)NC(=O)C(N1CCOCC1)S2 (stereo not drawn) | -17.9% | 0.6% | 2.6% | 7.9%
Cn1c(=O)c2c(-c3ccccc3)n3c(c2n(C)c1=O)C(c1ccccc1[N+](=O)[O-])Nc1ccccc1-3 (stereo not drawn) | -13.1%[10.9 µM] | ? | -13.6% | 1.3%
O=C(c1cccc(C(=O)N2CCN(c3ncccn3)CC2)c1)N1CCN(c2ncccn2)CC1 | -2.8% | -1.1% | -1.7% | -7.2%
COc1ccc2oc(=O)c(C(=O)NCCc3c(C)[nH]c4ccc(C)cc34)cc2c1 | -6.8%[10.9 µM] | ? | 7.2% | 0.8%
COC(=O)Cc1csc(Nc2c(C)n(C)n(-c3ccccc3)c2=O)n1 | 16.5% | -0.1% | 8.6% | 0.2%
Cc1ccc(CNC(=O)CCCn2c(=O)c3ccccc3n(Cc3ccccc3C)c2=O)cc1 | 15.4%[10.9 µM] | 1.6% | -7.9% | 11.6%
FC(F)(F)c1cccnc1N1CCN(c2ncnc3nc[nH]c23)CC1 | -7.4% | -1.9% | 10.5% | 11.3%
COc1cccc(Oc2ccc(N)cn2)c1 | 5.5% | 4.8% | -0.1% | 2.7%
CC(C)CC(=O)NC1(C(F)(F)F)C(=O)Nc2c1c(=O)[nH]c(=O)n2Cc1ccco1 (stereo not drawn) | -7.3% | 2.1% | 11.9% | 3.6%
CCOc1ccc(C2=NC(c3cccs3)=Nc3ccc(C(C)C)cc3N2)cc1 | -29.6%[10.9 µM] | -0.8% | -19.9% | -8.7%
CNC(=O)N(C1=NCC(C)(C)S1)c1ccc(F)c(Cl)c1 | -6.4% | 10.0% | -23.6% | -3.0%
COc1ccc(CCNC(=O)CN2C(=O)COc3ccccc32)cc1OC | 6.5%[10.9 µM] | ? | -0.3% | 3.1%
CCC(CC)C(=O)Nc1ccc2nc(SCc3ccccc3)sc2c1 | 4.6%[10.9 µM] | -0.4% | -5.0% | -7.0%
CCc1ccc(CNC(=O)c2cc3c(=O)n(CC)c4ccccc4c3s2)cc1 | -10.5%[10.9 µM] | ? | -0.6% | 1.3%
CCC(=O)N1CCc2cc(S(=O)(=O)NCCC(=O)NCc3ccc(C)cc3)ccc21 | -13.1%[10.9 µM] | -3.3% | 6.6% | 10.7%
O=C(Nc1ccccc1C(=O)N1CCOCC1)C1COc2ccccc2O1 (stereo not drawn) | 4.7% | 10.7% | 0.9% | 0.3%
COC(=O)C(C(=O)OC)C(C(=O)OC)C(C(=O)OC)C(=O)OC | . | . | 5.6% | 0.1%
Cc1cc(NC(=O)CCC(=O)N(Cc2ccco2)C(C(=O)NC2CCCCC2)c2ccccc2)no1 (stereo not drawn) | . | . | 9.0% | 1.9%
O=C(Nc1ccccc1Cl)c1ccc(S(=O)(=O)N2CCOCC2)cc1 | -12.9% | 3.8% | 8.5% | 5.6%
Nc1nc(Nc2ccccc2F)sc1C(=O)c1ccc(Cl)cc1 | -15.6%[10.9 µM] | ? | -10.9% | 7.1%
CCn1c(=O)cc(SCC(=O)Nc2ccccc2N2CCN(C)CC2)c2ccccc21 | -1.1% | 1.3% | 4.7% | 0.3%
CCn1cc(Br)c(C(=O)Nc2ccc(Cl)c(Cl)c2)n1 | . | . | -22.4% | -15.2%
O=C(CSc1nnc2c3cc(F)ccc3nc(-c3ccccc3)n12)N1CCOCC1 | -8.4% | 0.0% | 0.6% | -5.4%
Cc1cccc(Cn2c(-c3cccs3)nc3ccccc32)c1 | 1.1%[10.9 µM] | ? | -16.0% | -1.8%
CCOC(=O)c1cccc(NC(=O)C2CCN(S(=O)(=O)c3cnc[nH]3)CC2)c1 | -4.3% | -1.7% | 15.6% | 0.9%
CC1(C)NC(=O)N(CC(O)COc2ccccc2C(=O)N2CCCCC2)C1=O (stereo not drawn) | -0.6% | 3.3% | 7.2% | 0.4%
COC(=O)C(NC(=O)CCc1c(C)nc2c(c(C)nn2-c2ccccc2)c1C)C(C)C (stereo not drawn) | 4.7%[10.9 µM] | ? | -12.4% | -1.8%
CCOC(=O)N1CCC(NC(=O)CC(NS(=O)(=O)c2ccc(C)cc2)c2ccco2)CC1 (stereo not drawn) | -11.6% | 1.7% | -5.7% | 9.5%
COc1ccccc1-n1c(=O)n(C)c2c(C(N)=O)nc(-c3cccc(OC)c3OC)nc21 | 12.3%[10.9 µM] | 0.8% | -25.2% | 5.4%
CC(=O)Nc1cccc(N2CCCC2=O)c1 | 3.1% | 0.2% | -5.2% | -9.1%
O=C(Nc1ccccc1OCc1cc(=O)n2ccccc2n1)c1ccccc1F | -5.5%[10.9 µM] | -0.3% | -13.2% | 6.6%
CC(C)(C)c1cc(NC(=O)c2cccnc2)no1 | -75.0%[inhibitor] | -1.8% | -15.7% | -24.5%
CCOc1ccc(NC(=O)COC(=O)Cn2cnnn2)cc1OCC | -3.3% | 0.0% | -4.5% | -3.6%
CCOC(=O)c1ccc(NC(=O)Nc2cc(C)on2)cc1 | -4.0% | 0.2% | -0.7% | -10.5%
CCCN(CCC)C(=O)CN1C(=O)CSc2ccc(S(=O)(=O)N3CCC(C)CC3)cc21 | -12.8%[10.9 µM] | ? | 18.6% | 8.2%
CC(=O)Nc1ccccc1OCc1nnc(-c2cccs2)o1 | 24.7% | 7.4% | -6.9% | -8.1%
O=C(c1cc(-c2cccs2)on1)N1CCCc2ccccc21 | -25.9% | ? | -1.9% | -31.1%
Cc1cc(C)c(S(=O)(=O)Nc2ccc(-c3ccc(N4CCCCC4)nn3)cc2)cc1C | 6.5%[10.9 µM] | ? | -9.4% | 9.7%

Four of the compounds above, with tabs.
molecule	Imprint erasure	IkB sig inh	p53ts 39C kill	p53ts 32C kill
CC(C)(C)c1cc(NC(=O)c2cccnc2)no1	-75.0%[inhibitor]	-1.8%	-15.7%	-24.5%
CCOc1ccc(NC(=O)COC(=O)Cn2cnnn2)cc1OCC	-3.3%	0.0%	-4.5%	-3.6%
CCOC(=O)c1ccc(NC(=O)Nc2cc(C)on2)cc1	-4.0%	0.2%	-0.7%	-10.5%
CCCN(CCC)C(=O)CN1C(=O)CSc2ccc(S(=O)(=O)N3CCC(C)CC3)cc21	-12.8%[10.9 µM]	?	18.6%	8.2%

From PubChem
